CHX counter – counter-screen hit for Shiga toxin inhibitors, cycloheximide; cell reporter, cycloheximide protein synthesis inhibition counterscreen; max response, %; AID 2314; actives 12% (n = 300,000); in the data active means max response mostly above about 13%, no sharp cut-off; inactive means mostly below about 14%; further: read at 38.3 µM for the half of the compounds with a filed dose; 0% is about no effect
Giardia FBPA inh – blocks Giardia fructose-bisphosphate aldolase activity; A8B2U2; purified Giardia FBPA; Potency, µM (doses to about 59.6 µM), for inactives: top-dose activity, negative = inhibition, actives largely listed as inhibitors; actives 0.71% (n = 290,000); AID 2451; further: potency means the concentration at half of the fitted maximal effect; on the % scale 0 is the no-effect control and ±100 the full control effect; nearly all actives have a fitted effect of over 55% in size
Target sequence (A8B2U2 whole entry, looked up): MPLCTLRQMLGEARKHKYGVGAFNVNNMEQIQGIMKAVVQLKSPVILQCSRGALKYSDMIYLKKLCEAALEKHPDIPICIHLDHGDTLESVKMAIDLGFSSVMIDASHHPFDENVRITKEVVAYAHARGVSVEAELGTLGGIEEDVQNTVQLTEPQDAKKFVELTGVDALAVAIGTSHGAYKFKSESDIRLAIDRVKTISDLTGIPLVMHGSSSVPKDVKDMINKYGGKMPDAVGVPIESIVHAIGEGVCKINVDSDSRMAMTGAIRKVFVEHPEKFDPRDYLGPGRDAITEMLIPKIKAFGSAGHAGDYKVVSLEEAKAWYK
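40 nM FBPA preincubated 10 min at RT with compound (up to 57.5 uM final), then substrate plus GAPDH/TPI/NAD/arsenate coupling and diaphorase/resazurin added. Fluorescence read after 20 min at RT, 525/598 nm.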
Pf growth 96h – inhibits malaria parasite growth, 96 h. P. falciparum luciferase reporter growth, 96 h. Potency, µM (series often up to 28.7 µM), without a hit: at the highest dose activity change, negative = inhibition, actives largely listed as inhibitors. actives 6.9% (n = 320,000). AID 504834; further: potency means the concentration at half of the fitted maximal effect; on the % scale 0 is the no-effect control and ±100 the full control effect
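Cell-based qHTS: luciferase-tagged P. falciparum in erythrocytes (2% hematocrit, 0.05% parasitemia final) incubated with compounds for 96 hours, 37 C, 5% CO2; luciferase detection reagent then added and luminescence measured.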
Pf growth 48h – inhibits P. falciparum growth in the first generation, 48 h; P. falciparum luciferase growth in erythrocytes, 48 h; Potency, µM (highest dose often 28.7 µM), for the others: at the top dose activity change, negative = inhibition, actives largely listed as inhibitors; actives 5.9% (n = 310,000); AID 504832; further: potency means the concentration at half of the fitted maximal effect; on the % scale 0 is the no-effect control and ±100 the full control effect
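A one-generation exposure of luciferase-tagged malaria parasites in RPMI 1640/Albumax erythrocyte culture, 37 C and 5% CO2. Inhibition is inferred from decreased luminescence after adding detection reagent.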
Sm TGR block – S. mansoni TGR enzyme inhibition; purified TGR, DTNB reduction, TNB absorbance 405 nm; Potency, µM (top dose mostly 114 µM), for inactives: top-dose activity change, negative = inhibition, actives largely listed as inhibitors; actives 3% (n = 360,000); AID 485364; further: potency means the concentration at half of the fitted maximal effect; on the % scale 0 is the no-effect control and ±100 the full control effect; nearly all actives have a fitted effect of over 60% in size
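Kinetic colorimetric format: TGR-catalysed, NADPH-driven DTNB reduction monitored via TNB absorbance. Enzyme dispensed at 20 nM; compound exposure 15 min at room temperature before reaction start.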
Shiga toxin inh – Shiga toxin inhibition; Vero cells, Shiga toxin protein synthesis inhibition reporter; inhibition, % at 38.7 µM; actives 9.2% (n = 290,000); in the data active means inhibition mostly above about 28%, no sharp cut-off; inactive means mostly below about 43%; further: 0% is about no effect
Starred values were filed as active, the others as inactive; ? = inconclusive; · = no result given; + = active, no number; & = joins results of further samples; [ ] = another dose, or the depositor's remark. Unless noted, the call rests on the fitted dose curve; in most records, active means well fitted curve in the direction sought with a large enough effect; inconclusive means small, poorly fitted or top-dose-only effect, or another doubt; inactive means no such curve, though single readings can be large; an effect the other way counts as inactive or inconclusive. No enrichment for hits. Share with any hit: about 24%.

The line under a structure holds: CHX counter	Giardia FBPA inh	Pf growth 96h	Pf growth 48h	Sm TGR block	Shiga toxin inh
COc1cccc(C(C2=C(O)CC(C)(C)CC2=O)C2C(=O)CC(C)(C)CC2=O)c1 (configuration not stated)
    -2	8%	11%	7%	?	2
O=C(NC(=S)N1CCN(C2CCCCC2)CC1)c1ccccc1
    -3	?	?	6%[5.75 µM]	12%	-3
COc1ccc(S(=O)(=O)N2CCC(C(=O)NCCC(=O)Nc3nccs3)CC2)cc1
    -5	-1%	?	-27%	-7%	-9
Cn1c(=O)c(C(=O)Nc2ccccn2)c(O)c2ccccc21
    33*	-3%	10µM*	151%[activator]	-10%	44*
CC1=C(C#N)C(=O)NC(=O)/C1=C/c1ccc(-c2ccc(S(N)(=O)=O)cc2)o1
    -3	4%	?	5%	8.9µM*	17
Cc1ccc(-c2nn(-c3ccccc3)c3[nH]c(=O)c(CNCCN(C)C)cc23)cc1
    -1	16%	-10%	4.7µM*	3%	7
O=C(CNC(=O)c1cccs1)N/N=C/c1c[nH]c2ccccc12
    0	-4%	45%[activator]	10%	9%	14
CCN(CC)Cc1c(C(=O)N/N=C/c2ccc(OCc3ccccc3C)cc2)nnn1-c1nonc1N
    10	-12%	?	?	5%	11
C/C(=N/OC(=O)c1cccc(C(F)(F)F)c1)c1cnccn1
    -3	6%	27%	1%	-6%	-18
CC(=O)Nc1ccc(S(=O)(=O)Nc2cccc3cccnc23)cc1
    -2&-1	-7%&-11%	15%	4%	-10%	-13&-2
Cc1cc(NC(=O)c2ccc(C)c(C)c2)no1
    37*	-3%	?	0%	3%	·
C/C(Cl)=C/Cn1c(N2CCCC2)nc2c1c(=O)[nH]c(=O)n2C
    -2	8%	26%	-10%	4%	-14
CCCSC1=NN2CCCC(=O)N=C2S1
    27*	5%	71%[activator]	212%[activator]	1%	93*
Cc1ccc(Cn2c(CCC(=O)O)nc3ncccc3c2=O)cc1
    -2	0%	-20%	5%	13%	-14
CNc1nc(Sc2cccc(C(F)(F)F)c2)cc(C(F)(F)F)n1
    -3	1%	0%	45%[activator]	-19%	-10
O=C(Oc1c(Br)cc(Br)c2cccnc12)N1CCCCC1
    32*	2%	?	-14%	-7%	24
CCc1ccc(NC(=O)Cn2nnc(C(=O)NCc3ccco3)c2N)cc1
    -6	-1%	?	24%	-12%&1%	1
CCOC(=O)c1ccc(NC(=S)N2CCN(c3ccccn3)CC2)cc1
    -3	-10%	?	15%	0%	-8
Cc1nnc(NC(=O)CSCc2ccccc2)s1
    4	-6%	-2%	39%[activator]	-3%	0
O=C(CCCCCN1C(=O)c2ccccc2C1=O)Oc1ccc2c3c(c(=O)oc2c1)CCC3
    5	3%	2%	13%	1%	13
COc1ccc(-n2c(O)c(C(C)=NC3CC3)c(=O)[nH]c2=O)cc1
    2	1%	·	17%	-11%	-14
C/C(CCc1ccccc1)=N\NC(=S)NCCc1ccccc1
    -2	23%	?	?	-1%	-5
COC(=O)c1ccc(COC(=O)C2CCN(S(=O)(=O)c3ccc(C)c(C)c3)CC2)o1
    ·	·	44%[activator]	20%	0%	·
O=C(Nc1nc2c(Cl)ccc(Cl)c2s1)c1ccco1
    -4	8%	27%	·	0%	-12
COc1cc(NC(=S)N2CCN(C(c3ccccc3)c3ccccc3)CC2)cc(OC)c1
    8	5%	-3%	-11%	8%	-4
CCC(C)NC(=O)C1CCCN(S(=O)(=O)c2ccc3c(c2)CC(C)N3C(=O)C2CC2)C1 (configuration not stated)
    -1	5%	?	?	-1%	-1
CCc1ccc2c(CN3CCC(C(=O)OC)CC3)cc(=O)oc2c1
    16*	10%	-4%	·	-22%	21
CCCN(Cc1cc(=O)[nH]c2ccccc12)C(=O)CC
    -1	3%	15%	20%	4%	-14
Cc1ccccc1NS(=O)(=O)c1ccc(C(=O)N2CCN(S(=O)(=O)c3ccccc3)CC2)cc1
    ·	·	?	-2%	-3%	·
CCCCOC(=O)CCc1c(C)[nH]c(=S)[nH]c1=O
    -4	-11%	4%	-11%	9%	-14
O=C(OCCN(C1=NS(=O)(=O)c2ccccc21)c1ccc(Cl)cc1)c1ccco1
    -4	9%	?	-2%	0%	18
COc1ccc(C(=O)NNC(=O)CN2CCC(n3nnc4cc(F)ccc43)CC2)cc1
    -3	8%	12%	-6%	-18%	-16
CCC(C)(C)C1CCC2(CC1)NC(=O)N(CC(=O)NCCc1c[nH]c3ccccc13)C2=O (configuration not stated)
    ·	·	?	?	-5%	·
Cc1cccc(-c2nc(CN3CCCC(C(=O)NC4CCCC4)C3)c(C)o2)c1 (configuration not stated)
    -2	3%	-21%	?	-1%	-12
C=CCN=c1sc(C(=O)OC)cc(=O)n1CC=C
    -4	0%	·	-16%	-29%	-12
CCC1SC2=NC(C)=C(C(=O)OC)C(c3ccc(C(=O)OC)cc3)N2C1=O (configuration not stated)
    -1	4%	12%	?	-3%	-3
O=C(COC(=O)COc1cccc(F)c1)NCCC1=CCCCC1
    -3	2%	-9%	-8%	-6%	-6
FC(F)(F)c1cc(-c2ccccc2)nc(NCc2cccs2)n1
    -2	0%	21%	?	2%	-10
CC(=O)c1cccc(Nc2cc(C)nc3ccccc23)c1
    2	0%	-27%	18%	3%	11
COc1ccc(OC)c(S(=O)(=O)Nc2cc(C(=O)O)ccc2N2CC3CC(C2)c2cccc(=O)n2C3)c1 (configuration not stated)
    -2	-4%	7%	-15%	9%	-13
CCn1nc(C)c(CNC(=O)c2cc(COc3ccc(F)cc3Cl)on2)c1C
    6	0%	-20%	-22%	-1%	21
COc1ccc(/C(C)=N\NS(=O)(=O)c2ccccc2)cc1OC
    0	3%	-1%	-8%	6%	-12
Cc1nc(N2CCC(C)CC2)c2c(C)c(C(=O)O)sc2n1
    -2	?	-6%	9%	2%	13
CCC(=O)N/N=C(\C)CC(=O)Nc1ccc2c(c1)OCCO2
    1	-15%	-18%	-1%	16%	18
NC(=O)C1CCN(C(=O)CC2C(=O)NCCN2Cc2cccc(Oc3ccccc3)c2)CC1 (configuration not stated)
    -3	?	2%	-4%	?	-10
O=C(NC(=S)Nc1ccc(N2CCOCC2)cc1)c1cccc(Cl)c1
    5	0%	215%[activator]	57%[activator]	22µM*	29
COc1ccc(-c2cc3ccccc3cn2)cc1
    ·	·	314%[activator]	160%[activator]	-23%	·
CCNc1nc(N)nc(-c2cc(Cl)ccc2O)n1
    49*	1%	299%[activator]	284%[activator]	3%	56*
CCOC(=O)C1=C(O)/C(=C\c2ccc(CNC(=O)C(=O)Nc3ccccc3)o2)N=C1C
    4	?	·	-2%	8.9µM*	42*
Cc1ccccc1OC(C)C(=O)NC1CCCC1 (configuration not stated)
    -1	-3%	84%[activator]	7%	-7%	-6
CCN(CC)CCCN(C(C)=O)c1nc(-c2cc(OC)ccc2OC)cs1
    -3	-12%	17%	?	-23%	-19
Cc1c(N=C/C=C2/N(C)c3ccccc3C2(C)C)c(=O)n(-c2ccccc2)n1C
    -2	3%	-13%	-27%	0%	-4
Cc1ccc(CN2CC(C(=O)NNC(=O)Cn3ccc(C(F)(F)F)n3)CC2=O)cc1 (configuration not stated)
    ·	·	-27%	?	-11%	·
CCc1ccccc1NC(=O)CSc1nc2ccccc2nc1N1CCOCC1
    -2	-3%	28%	?	7%	-9
CCOc1ccccc1OCCCNCc1ccccc1
    -2	-25%	28%	-5%	-19%	9
CCn1c(SCC(=O)NNC(=S)Nc2ccccc2)nnc1-c1ccc(Cl)cc1
    -5	29%	0%	-6%	5%	-5
Fc1ccc(CN2CCN(c3ncnc4scc(-c5ccc(F)cc5)c34)CC2)cc1
    -4	14%	?	·	-21%	-2
O=C(CC1C(=O)NCCN1C(=O)Nc1ccc(F)cc1)Nc1cc(Cl)ccc1Cl (configuration not stated)
    1	1%	-12%	-2%	13%	14
COc1ccc(-c2ccc(=O)n(CC(=O)Nc3cccc(O)c3)n2)cc1OC
    -1	-4%	11%	24%	9%	-6
O=C(Cc1ccccc1)NNC(=O)Cc1ccccc1
    -3	3%	10%	13%	5%	-8

Next part:
The line under a structure holds: CHX counter	Giardia FBPA inh	Pf growth 96h	Pf growth 48h	Sm TGR block	Shiga toxin inh
Cn1c(SCC(=O)NC2CCCC2)nnc1-c1ccco1
    -3	8%	1%	15%	-14%	-7
CCC(=O)[C@@]1(C)[C@H](C)C[C@H]2[C@@H]3CCC4=CC(=O)C=C[C@]4(C)[C@H]3[C@@H](O)C[C@@]21C
    ·	·	5%	2.3µM*	-4%	·
Cc1ccc(Nc2ccc3nonc3c2[N+](=O)[O-])cc1
    -8	3%	-103%	-5%	8%	30
C[C@@H](NC(=O)c1[nH]cnc1C(=O)Nc1ccccc1)c1ccccc1
    ·	·	?	-9%	0%	·
COc1cccc(CN2CCN(Cc3ccc(O)cc3)CC2CCO)c1 (configuration not stated)
    -2	2%	-7%	9%	0%[57.1 µM]	-7
OCCN=Cc1c(O)[nH]c2ccccc12
    -7	1%	·	29%	1%	-28
CN(C)/N=C/C=C1\CCC/C(=C\c2ccc(F)c(F)c2)C1=O
    87*	-12%	?	?	16µM*	+
Cc1c(C)c2cc(Cl)c(O)c(CN3CCN(C)CC3)c2oc1=O
    -3	-15%	26%	13%	-4%	7
CC1CC(C)CN(C(=O)COC(=O)CCc2nc3ccccc3c(=O)[nH]2)C1 (configuration not stated)
    -2	2%	62%[activator]	14%	-7%	-10
Cc1nc(-c2cccc(C(F)(F)F)c2)sc1C(=O)O
    11	19%	31%[activator]	13%	·	58*
C=CCc1cc(Cl)ccc1OCCNCCN1CCOCC1
    -3	?	?	?	2%	-20
CCc1ccc(OCC(=O)O/N=C(\N)Cc2ccc([N+](=O)[O-])cc2)cc1
    6	0%	0%	15%	-10%	-2

Grouped by structure: the entries above containing an NH in an aromatic ring.
The line under a structure holds: CHX counter	Giardia FBPA inh	Pf growth 96h	Pf growth 48h	Sm TGR block	Shiga toxin inh
Cc1ccc(-c2nn(-c3ccccc3)c3[nH]c(=O)c(CNCCN(C)C)cc23)cc1
    -1	16%	-10%	4.7µM*	3%	7
O=C(CNC(=O)c1cccs1)N/N=C/c1c[nH]c2ccccc12
    0	-4%	45%[activator]	10%	9%	14
C/C(Cl)=C/Cn1c(N2CCCC2)nc2c1c(=O)[nH]c(=O)n2C
    -2	8%	26%	-10%	4%	-14
COc1ccc(-n2c(O)c(C(C)=NC3CC3)c(=O)[nH]c2=O)cc1
    2	1%	·	17%	-11%	-14
CCCN(Cc1cc(=O)[nH]c2ccccc12)C(=O)CC
    -1	3%	15%	20%	4%	-14
CCCCOC(=O)CCc1c(C)[nH]c(=S)[nH]c1=O
    -4	-11%	4%	-11%	9%	-14
CCC(C)(C)C1CCC2(CC1)NC(=O)N(CC(=O)NCCc1c[nH]c3ccccc13)C2=O (configuration not stated)
    ·	·	?	?	-5%	·
C[C@@H](NC(=O)c1[nH]cnc1C(=O)Nc1ccccc1)c1ccccc1
    ·	·	?	-9%	0%	·
OCCN=Cc1c(O)[nH]c2ccccc12
    -7	1%	·	29%	1%	-28
CC1CC(C)CN(C(=O)COC(=O)CCc2nc3ccccc3c(=O)[nH]2)C1 (configuration not stated)
    -2	2%	62%[activator]	14%	-7%	-10
